ATG4B inh = blocks human ATG4B protease cleavage of LC3 substrate; Q9Y4P1; ATG4B cleavage of LC3-PLA2, NBD-HPC fluorescence, 1 h; inhibition, % at 8.33 µM; hit rate 0.51% among 340,000; AID 504462; in the data active = inhibition above about 40%
SENP8 block = blocks human SENP8 cleavage of Nedd8 substrate; recombinant SENP8, Nedd8 substrate fluorescence; AID 602440; hit rate 0.64% among 360,000; inhibition, % at 20 µM; Q96LD8; in the data active = inhibition mostly above about 40%, no sharp cut-off; inactive = mostly below about 27%
Target sequence (Q96LD8 whole entry, looked up): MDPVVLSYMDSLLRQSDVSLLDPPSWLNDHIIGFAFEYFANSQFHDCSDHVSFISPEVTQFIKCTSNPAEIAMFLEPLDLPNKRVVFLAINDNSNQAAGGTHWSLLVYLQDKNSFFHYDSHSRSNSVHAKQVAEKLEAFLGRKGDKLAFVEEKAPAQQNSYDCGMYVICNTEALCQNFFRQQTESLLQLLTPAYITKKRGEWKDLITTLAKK
PfG6PD inh = PfG6PD (Plasmodium falciparum) enzyme inhibition; AID 504690; PfGluPho enzyme, NADPH resazurin-diaphorase fluorescence; hit rate 0.78% among 350,000; inhibition, % at 20 µM;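 active = inhibition reaching at least a set limit at 20 µM in the primary screen, cut at about 59% in these data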;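 also: 0% = DMSO wells with substrate and 100% = DMSO wells lacking glucose-6-phosphate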
SENP6 inh = SENP6 protease inhibition; Recombinant SENP6 catalytic domain, aminoluciferin luminescence; inhibition, % at 10 µM; hit rate 1.8% among 330,000;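 active = inhibition above about 50% at the single tested dose, limit read from the data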;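 also: plate controls were DMSO wells with enzyme for no effect and DMSO wells lacking enzyme for full effect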
hIAP activ = human IAP activation. P09923. purified human IAP, CDP-Star luminescence, 30 min; hits give high values; 1 = vehicle-only enzyme, 0 = enzyme-free background. activation factor at 10 µM. hit rate 0.16% among 330,000;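 active = activation factor of the enzyme at least 2-fold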; also: the source names both 10 and 20 µM as test concentration; values of inactives mirror those of a sister screen read the other way
Target sequence (P09923 whole entry, looked up): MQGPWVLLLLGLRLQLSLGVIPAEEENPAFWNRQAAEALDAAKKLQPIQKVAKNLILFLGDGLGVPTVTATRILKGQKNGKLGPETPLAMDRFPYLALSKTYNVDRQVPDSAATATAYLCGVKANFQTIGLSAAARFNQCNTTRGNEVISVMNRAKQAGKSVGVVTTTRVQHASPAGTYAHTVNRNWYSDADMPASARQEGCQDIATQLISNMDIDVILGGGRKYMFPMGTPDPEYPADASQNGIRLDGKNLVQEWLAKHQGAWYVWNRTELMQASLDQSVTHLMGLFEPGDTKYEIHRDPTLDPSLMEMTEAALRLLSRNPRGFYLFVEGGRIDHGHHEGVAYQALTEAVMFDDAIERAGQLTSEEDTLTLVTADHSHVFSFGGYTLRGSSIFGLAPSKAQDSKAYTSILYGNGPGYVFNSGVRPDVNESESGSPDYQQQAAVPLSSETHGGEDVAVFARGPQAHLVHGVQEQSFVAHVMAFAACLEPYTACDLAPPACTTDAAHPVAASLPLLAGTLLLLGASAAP
SENP1 inh = blocks the human SENP1 SUMO protease catalytic domain. Q9P0U3. recombinant SENP1 catalytic domain, CyPet-SUMO1-YPet FRET cleavage. inhibition, % at 10 µM. hit rate 0.21% among 360,000;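 active = inhibition at least 30% at 10 µM, raw YFP signal under a set limit, fluorescence ratio 0.5 to 1.5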;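 also: 0% = enzyme with DMSO and 100% = no enzyme wells; some results filed as inactive read as strong as hits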
Target sequence (Q9P0U3 419-644 limits assumed): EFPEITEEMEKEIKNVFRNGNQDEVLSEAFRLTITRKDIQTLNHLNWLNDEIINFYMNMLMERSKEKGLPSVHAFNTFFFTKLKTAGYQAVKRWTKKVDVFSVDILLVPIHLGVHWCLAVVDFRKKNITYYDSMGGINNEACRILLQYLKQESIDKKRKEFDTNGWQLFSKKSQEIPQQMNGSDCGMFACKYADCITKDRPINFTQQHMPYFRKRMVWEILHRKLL
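Material: hSENP1 catalytic domain, recombinant; medium: Tris pH 8 with BME, BSA, NP40 and catalase; compound: single concentration of 10 µM compound, 0.5% DMSO final; technique: FRET read of cyan and yellow fluorescence; timing: 50 min enzyme reaction, room temperature, light-protected; reagent: SFCypet-SUMO1-SFYpet substrate at 25 nM; control set: no-enzyme low, enzyme-DMSO high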
NR3A LBD binder = NR3A (human) ligand-binding domain modulation | hit rate 2.5% among 340,000 | NR3A LBD differential scanning fluorimetry, Tm shift; 0% = protein alone, 100% = glycine-bound protein | Tm shift relative to glycine control, % at 25 µM | AID 1259313;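 active = melting temperature shift of at least 10% of the positive control shift, at one fixed dose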
MPTP inh = blocks calcium-induced mitochondrial swelling. isolated mouse mitochondria, Ca2+ swelling absorbance, 30 min. inhibition, % at 10 µM. hit rate 1.4% among 360,000. AID 602449;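 active = inhibition of 50% or more, scaled per plate between neutral and stimulator controls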;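 also: 0% = DMSO wells given calcium and 100% = 1 mM EGTA wells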
* = called active by the depositor; / = not tested or not shown.

SMILES	ATG4B inh	SENP8 block	PfG6PD inh	SENP6 inh	hIAP activ	SENP1 inh	NR3A LBD binder	MPTP inh
O=C1N/C(=N\N=C\c2ccco2)SC1Cc1ccccc1[N+](=O)[O-] (stereo not given)	-11	22	1	1	0.89	3	-1	0.6
CCN(CC)C(=O)c1nn(Cc2ccccc2)c(=O)c2ccccc12	-5	9	-4	10	1.2	-2	1	-0.1
COc1ccc(CNCc2cc(OC)ccc2OC)cc1	-3	10	-7	3	1.2	4	0	0.7
O=C(Nc1cccc(-n2cnnn2)c1)c1cnccc1Cl	-9	13	-4	12	1	0	-1	-0.9
COC(=O)c1ccc(Cl)c(NC(=O)CN(c2ccc(OC)c(OC)c2)S(C)(=O)=O)c1	-14	7	8	-2	1	4	0	-0.4
CCCC(=O)NC(=S)Nc1ccc(Cl)cn1	-9	24	13	-6	1	3	3	0.4
O=C(c1ccc(S(=O)(=O)N2CCOCC2)cc1)N(c1cccc(Cl)c1)C1C=CS(=O)(=O)C1 (stereo not given)	-7	6	9	-15	0.86	0	1	-0.8
O=C1C2C3C=CC(C2C(=O)N1C1CCCCC1)C1C2C(=O)N(C4CCCCC4)C(=O)C2C31 (stereo not given)	-3	10	8	-36	0.97	-1	2	2.7
COc1ccc(N(CC(=O)Nc2cc(C)ccc2C)S(=O)(=O)c2c(C)[nH]c(=O)[nH]c2=O)cc1	-1	5	-14	-37	1.1	4	1	-1.1
Cc1occc1C(=O)OCC(=O)Nc1ccc(F)cc1	1	18	-3	-3	0.82	0	1	2.6
C1CC2CN(c3nc4nonc4nc3N3CCSCC3)CCN2C1 (stereo not given)	-5	23	2	-18	0.93	18	4	1.7
O=C(/C=C/c1ccccc1)N1CCN(CCN2C(=O)c3cccc4cccc(c34)C2=O)CC1	-10	-4	7	-21	0.91	3	0	-0.5
CCOc1ccc(NC(=O)CCC(=O)NNC(=O)COc2ccc(C)cc2)cc1	4	8	-7	8	1.8	3	-4	-0.7
COc1cc(NC(=O)Cc2ccccc2OC)cc(OC)c1	-11	12	5	-10	1.2	3	1	-0.4
Cc1nccc(-c2cccc(NC(=O)c3ccccc3Cl)c2)n1	0	23	-4	-13	0.82	-2	0	1.2
CC(C)Sc1ccc(C(=O)Nc2ccc(F)cc2F)cn1	0	10	12	70*	0.96	0	2	-0.2
O=c1cc(CN2CCCCC2)nc(C2CC2)[nH]1	-1	21	-26	16	0.98	-1	0	-2.0
O=C(NCc1cccs1)c1ccc(S(=O)(=O)N2CCOCC2)cc1	-4	8	1	0	1.1	0	-4	-2.5
CCCc1[nH]n(-c2ccc([N+](=O)[O-])cc2)c(=O)c1C(C)=NCc1ccncc1	-4	30	-12	30	1	2	-1	43
Cc1nn(C(=O)CCC(=O)NCc2ccc(OC(C)C)cc2)c2ccccc12	1	5	-3	1	0.92	-1	0	0.5
COc1cccc(CNC(=O)C2CCN(S(=O)(=O)N3CCCCC3)CC2)c1	-7	12	-6	4	1	1	13*	-0.3
CCC(=O)N1CCc2cc(S(=O)(=O)CCC(=O)N3CCN(c4ccc(F)cc4)CC3)ccc21	-15	6	3	3	0.82	3	1	-0.4
COc1cccc(/C=C2/SC(=S)N(CC(=O)NNC(=O)c3ccccc3O)C2=O)c1	-3	4	-20	11	2	-3	15*	2.6
N#C/C(=C\c1ccc(-c2ccccc2)o1)C(=O)Nn1cnnc1	-6	2	11	-3	0.99	-16	-1	-0.7
CC(Cc1c[nH]c2ccccc12)C(=O)O (stereo not given)	-2	0	-8	7	0.8	2	-1	-1.9

More results follow:
SMILES	ATG4B inh	SENP8 block	PfG6PD inh	SENP6 inh	hIAP activ	SENP1 inh	NR3A LBD binder	MPTP inh
Cc1nc2nc(C)c(CCC(=O)NC(C)c3ccc4c(c3)OCCO4)c(C)n2n1 (stereo not given)	-8	31	6	4	0.88	2	-1	-1.9
O=c1c2ccccc2nc(SCc2cc(F)ccc2F)n1C1CCCC1	9	1	-4	1	0.82	1	0	0.3
CC(C)CC(=O)Nc1cc2nn(-c3ccccc3)nc2cc1Cl	-2	-265	2	-3	0.92	-7	-2	-0.4
CC1CCC2(CC1)OCC1(CCC3(COC4(CCC(C)CC4)OC3)C1=O)CO2 (stereo not given)	5	7	-12	-12	0.89	0	1	-2.4
COc1ccc2[nH]c(=O)c(CN(CCO)S(=O)(=O)c3ccc4c(c3)OCCO4)cc2c1	0	-277	6	-31	0.87	1	1	-0.2
CC(C)=CCN1CCN(Cc2cccn2-c2ncccn2)CC1CCO (stereo not given)	-5	21	-5	-4	1.1	-9	2	0.2
CCN(CC)S(=O)(=O)c1ccc(C)c(NC(=S)NNC(=O)C2CC2)c1	-9	10	4	-11	1.7	0	-2	0.2
O=C(CSc1nc2sc3c(c2c(=O)[nH]1)CCC3)NCCO	2	10	-5	-1	0.9	3	0	-0.5
COc1ccccc1NS(=O)(=O)c1ccc(O)c(NC(=S)NCC2CCCO2)c1 (stereo not given)	0	18	30	-5	1	2	2	3.3
COc1cccc(C2(c3cccc(OC)c3)CC2C(=O)Nc2cccc3ccccc23)c1 (stereo not given)	7	5	15	-18	1.2	-2	-5	5.0
COc1ccc(-n2cnnc2SCC(=O)N2CCN(c3ccccc3)CC2)cc1	1	12	15	-6	1	3	1	-2.1
Cc1c(Cl)cccc1NC(=S)Nc1ccccn1	-8	21	-2	33	0.97	3	-2	1.2
CCN(CC(=O)Nc1ccccc1OC)C(=O)CCc1ccccc1	-10	10	11	2	0.99	-1	-1	-0.4
COc1ccc(NC(=O)ON=C2c3ccccc3-c3ccccc32)cc1	-7	24	32	-6	1.1	2	6	2.6
Cc1cc(NC(=O)CSCc2ccc([N+](=O)[O-])cc2)no1	-9	8	6	2	1.1	0	1	1.4
COc1ccc(NC(=O)CSCC(=O)NCc2ccco2)cc1	-1	14	12	-5	0.97	-1	2	-0.7
COc1ccc(NC(=O)COc2ccc3c(c2)CCC3)cc1	-2	-2	7	2	0.86	1	-40	-0.9
O=C(Nc1ccccc1)n1cc(-c2ccccn2)c(N2CCOCC2)n1	-1	-2	-5	7	1	3	4	0.4
Cc1sc(-c2ccncc2)nc1OC(=O)c1ccc(Cl)cc1	-2	-18	3	-22	0.98	18	-1	1.8
COc1ccc(CCNC(=O)CCNS(=O)(=O)c2cccc(Cl)c2)cc1OC	-6	25	-16	-12	1	1	2	1.9
S=C(Nc1ccc(Oc2ccccc2)cc1)N1CCN(c2ccccn2)CC1	-3	8	31	-2	1.1	0	-1	80*
CN(C(=O)CSc1nnc(Cc2cccc3ccccc23)n1N)C1CCS(=O)(=O)C1 (stereo not given)	-9	19	-7	-12	1	0	4	-1.0
Cc1nc(N2CCOCC2)[nH]c(=O)c1CCC(C)C	1	9	-9	-7	0.96	-1	-1	-2.3
Cc1ccc(CNC(=O)c2cn(C)c3ccc(S(=O)(=O)N4CCOCC4)cc3c2=O)cc1	1	8	2	11	1	1	-51	-1.3
Cc1ccc(-n2nnnc2SCC(=O)N2CCNC2=O)cc1C	13	8	-6	-9	0.99	0	0	0.3

(further entries)
SMILES	ATG4B inh	SENP8 block	PfG6PD inh	SENP6 inh	hIAP activ	SENP1 inh	NR3A LBD binder	MPTP inh
COC(c1ccccc1)c1nnc(CCC(=O)N(C)CCOc2ccccc2)o1 (stereo not given)	14	8	-16	10	0.88	2	-1	0.4
CN(C(=O)c1ccc(NC(=O)Cc2ccc(NC(=O)C3CCCN(C(=O)C4CCCCC4)C3)cc2)cc1)C1CC1 (stereo not given)	-6	8	3	-18	0.92	0	-3	-0.9
Cc1cc(C)c(S(=O)(=O)c2ccccc2)c(OC(=O)c2c(Cl)cccc2Cl)n1	-1	4	18	3	1	-2	-2	0.1
CC(OC(=O)CN1C(=O)c2ccccc2C1=O)C(=O)NC1(C#N)CCCCC1 (stereo not given)	5	18	-6	-9	0.97	1	-2	-0.1
C#CCOCCOCCOCCNc1nc(N2CCN(C(=O)Cn3cc(CC(C)O)nn3)CC2)nc(N2CCN(C(=O)[C@H](CCCCN)n3cc(CCC(=O)O)nn3)CC2)n1 (stereo not given in full)	-3	21	12	-17	0.93	0	3	-2.2
CCCN1Cc2cccc(C(=O)Nc3ccc4c(c3)OCCO4)c2C1=O	1	10	20	-7	0.98	0	3	0.3
NC(=O)C1CCN(Cc2nc3cc(Cl)ccc3c(=O)[nH]2)CC1	-11	-31	-19	-4	1.1	-11	-3	-0.3
COc1ccc(OC)c(C2C(C(=O)c3ccccc3)=C(C)Nc3nc4ccccc4n32)c1 (stereo not given)	0	12	-10	-19	1.2	-10	-3	0.6
CC(=O)c1sc(Nc2ccc(C)cc2)nc1C	-12	-4	9	-17	1.1	-1	-3	0.0
COc1ccc(/[N+]([O-])=C/c2ccoc2)cc1	1	13	21	-8	0.89	0	1	-1.6
O=C(COC(=O)c1n[nH]c2ccccc12)c1cccc(Br)c1	-2	-23	13	22	1.2	2	-4	0.7
O=C(NCc1ccco1)c1nc2ccccc2s1	4	24	1	14	0.97	1	-1	1.2
O=C(Cn1nc(C(=O)O)c2ccccc2c1=O)Nc1cccc(S(=O)(=O)N2CCCC2)c1	-4	-3	-2	2	1.2	3	-5	-0.3
COc1ccc(C(=O)N2CCN(C(=O)CC(C)C)CC2)cc1OC	-2	25	-7	-8	1.1	1	-1	-1.6
O=C(O)C1CCN(Cc2cnn(-c3ccccc3)c2-n2cccc2)CC1	-11	16	-4	0	1	-21	2	-1.3
Cc1ccc(C)c2sc(NC(=O)c3nc4ccccc4s3)nc12	2	-288	-4	-10	1	-13	0	0.2
CN(C)/C=C(/C(=O)c1ccc(Cl)cc1)S(=O)(=O)c1ccc(Cl)cc1	1	11	-13	-4	1	0	-1	-0.8
CC(=O)Nc1ccc(CCCCc2ccccc2)cc1	3	9	11	/	/	0	-1	1.8
O=C(Nc1ccc(Cl)cc1)N1CCc2ccccc2C1	3	2	23	7	0.99	-1	-1	0.8
Cc1noc(C)c1S(=O)(=O)N1CCN(c2ccc([N+](=O)[O-])cc2)CC1	-5	13	-10	-13	0.82	-10	1	-0.6
CCN(CCNC(=O)C1CCN(S(=O)(=O)CC)CC1)c1ccccc1	-8	12	7	-13	1	2	0	-1.1
CCOc1cc(-c2sc(Nc3cc(C)ccc3OC)n[n+]2-c2ccccc2)ccc1OC	11	-9	22	-9	0.97	-8	13*	0.2
Cc1nn(-c2ccccc2)c(NC(=O)C(C)C)c(-c2ccccc2)c1=O	-3	13	-1	-10	0.97	1	1	0.7
Cc1nn(Cc2ccccc2)c(Cl)c1C(=O)NCCc1ccccc1	17	12	0	2	0.85	4	1	2.0
CCCn1c(=S)[nH]c2ccc(C(F)(F)F)cc21	-5	-28	40	4	1	-9	0	2.0
COc1ccc(-c2nnc(SCC(=O)c3cccs3)o2)c(OC)c1	4	6	0	-13	1	3	2	-0.2
COc1ccc(CN(C)C(=O)c2ccc(NC(=O)CC3SC(N4CCCC4)=NC3=O)cc2)c(OC)c1OC (stereo not given)	3	11	-16	-5	1.1	1	5	-1.1

Laid out differently: 4 of the compounds above.
CC(Cc1c[nH]c2ccccc12)C(=O)O (stereo not given)
  ATG4B inh = -2	SENP8 block = 0	PfG6PD inh = -8	SENP6 inh = 7	hIAP activ = 0.8	SENP1 inh = 2	NR3A LBD binder = -1	MPTP inh = -1.9

Cc1nc2nc(C)c(CCC(=O)NC(C)c3ccc4c(c3)OCCO4)c(C)n2n1 (stereo not given)
  ATG4B inh = -8	SENP8 block = 31	PfG6PD inh = 6	SENP6 inh = 4	hIAP activ = 0.88	SENP1 inh = 2	NR3A LBD binder = -1	MPTP inh = -1.9

O=c1c2ccccc2nc(SCc2cc(F)ccc2F)n1C1CCCC1
  ATG4B inh = 9	SENP8 block = 1	PfG6PD inh = -4	SENP6 inh = 1	hIAP activ = 0.82	SENP1 inh = 1	NR3A LBD binder = 0	MPTP inh = 0.3

CC(C)CC(=O)Nc1cc2nn(-c3ccccc3)nc2cc1Cl
  ATG4B inh = -2	SENP8 block = -265	PfG6PD inh = 2	SENP6 inh = -3	hIAP activ = 0.92	SENP1 inh = -7	NR3A LBD binder = -2	MPTP inh = -0.4

From PubChem BioAssay
